West Nile virus CPE: West Nile virus antiviral activity, cell-based, CPE readout (AID 1621). CPE inhibition, % at 10 µM, or IC50 in µM where a hit was titrated. West Nile virus-infected cells, CPE inhibition; higher % means a stronger effect. 0.02% of 290,000 active; in the data active = a potency from the dose series; inconclusive = CPE inhibition mostly from about 3.7% at the one dose, without a potency; inactive = the rest, 99 in 100 with CPE inhibition below about 2.2%; note: strong numbers were not always called active
Salmonella PhoP GFP: inhibitors of PhoP regulon expression, primary screen, Salmonella Typhimurium, GFP reporter (AID 1863). S. Typhimurium PhoP-regulated promoter GFP reporter, 4 h; higher % means a stronger effect. inhibition, % at 50 µM; hits with a dose series show IC50 in µM. 0.16% of 300,000 active;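 active = inhibition over 29.93%, a cutoff 3 SD above the screen mean, later confirmed by dose response; inconclusive = inhibition over 29.93% but no dose response follow-up; inactive = inhibition at most 29.93% or unconfirmed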;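 note: 0% = low Mg2+ inducing control and 100% = high Mg2+ repressing control; strong numbers were not always called active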
PMI inhibitors: MPI enzyme activity inhibition – biochemical, fluorescence intensity, coupled assay, primary screen (AID 1209). purified PMI enzyme, coupled fluorescence intensity; higher % means a stronger effect. inhibition, % at 20 µM, or IC50 in µM where a hit was titrated. 0.42% of 190,000 active;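 note: plate controls were DMSO vehicle for no effect and wells lacking substrate for full effect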
ER stress rescue: protection against thapsigargin-triggered cell killing – 384-well, CSM14.1, ATP luminescence, primary screen (AID 1222); CSM14.1 thapsigargin-induced death rescue, ATP luminescence; higher % means a stronger effect; cellular ATP content (survival), % at 20 µM, or EC50 in µM where a hit was titrated; 190,000 tested, under 10 active;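 active = EC50 below 50 µM in the dose-response confirmation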;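 note: death triggered by thapsigargin at about 15 µM added after 2 h compound pretreatment; cell ATP read after overnight thapsigargin exposure of roughly 18 to 22 hours; normalized against plate controls of thapsigargin alone and 5% DMSO vehicle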
Ins promoter up: MIN6 insulin promoter up-regulation. AID 1625. z-score at 5 µM. MIN6 insulin promoter-GFP reporter, high-content imaging; stronger effect = higher value. 0.3% of 190,000 active;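 active = z-score above 3 at 5 µM with at least 500 cells counted in the well; inconclusive = wells under 500 cells, flagged as cytotoxic or low count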
TNAP activation fold: stimulation of alkaline phosphatase TNAP activity – biochemical, luminescent, no phosphate acceptor, uHTS, primary screen (AID 1001); purified TNAP, luminescent activation assay, no phosphate acceptor; higher activation fold means a stronger effect; activation fold at 20 µM; hits with a dose series show EC50 in µM; 0.03% of 200,000 active; in the data active = activation fold from about 3, or a potency from the dose series; inactive = the rest, 99 in 100 with activation fold below about 1.6; note: many of its hits are not listed in these tables
RSV antiviral HEp-2: RSV antiviral activity via CPE protection, HEp-2 cells, primary 10 µM value included (AID 2391). HEp-2 cells, RSV-induced CPE inhibition; higher % means a stronger effect. CPE inhibition, % at 10 µM; hits with a dose series show IC50 in µM. 0.13% of 310,000 active; in the data active = a potency from the dose series; inconclusive = CPE inhibition mostly from about 23% at the one dose, without a potency; inactive = the rest, 99 in 100 with CPE inhibition below about 21%; note: strong numbers were not always called active
human PMI inhibitors: human PMI inhibitors, high substrate, primary screen, biochemical, fluorescence intensity, high mannose 6-phosphate (AID 1220). recombinant PMI enzyme, coupled fluorescence intensity; higher % means a stronger effect. inhibition, % at 20 µM, or IC50 in µM where a hit was titrated. 0.66% of 190,000 active
Large T inhibition: TAg ATPase/helicase activity blockers – biochemical (AID 1903); inhibition, % at 20 µM, or IC50 in µM where a hit was titrated; SV40 large T antigen ATPase/helicase inhibition assay; higher % means a stronger effect; 0.39% of 310,000 active; in the data active = a potency from the dose series; inconclusive = inhibition mostly from about 32% at the one dose, without a potency; inactive = the rest, 99 in 100 with inhibition below about 32%; note: strong numbers were not always called active
Ins promoter up cell count: second read-out of Ins promoter up, no call of its own (marks repeat the call); cell count; measured here: cytotoxicity, nuclei count;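 total cells summed across four imaged fields per well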
Starred values were filed as active, the others as inactive; ? = inconclusive; / = not tested or not shown. Cut-off read from the data, not from the text of the source, unless noted: active = inhibition above about 50%; inactive = the rest. Rows were taken by chance; about 1.5% have a hit in one of these screens.

SMILES	West Nile virus CPE	Salmonella PhoP GFP	PMI inhibitors	ER stress rescue	Ins promoter up	Ins promoter up cell count	TNAP activation fold	RSV antiviral HEp-2	human PMI inhibitors	Large T inhibition
O=C(O)COc1ccccc1/C=N/NC(=O)c1cc2ccccc2cc1O	-0.2%	-10%	/	/	-0.25	1498	/	1.8%	/	?
N#Cc1c(-c2c(Cl)cccc2Cl)noc1/C=C/Nc1ccc(C(=O)O)cc1	0.1%	-5%	3%	0.2%	0.12	1226	1	33µM*	2%	7%
COc1ccc(C2C(C(C)=O)=C(C)Nc3ncnn32)cc1OC (centres undefined)	0.4%	2%	11%	-1.3%	/	/	1.1	1.5%	8%	2%
CC(C)(C)[C@@H]1C=C(C(=O)N2CCN(Cc3ccccc3)CC2)O[C@H](OCCCCO)C1	-0.2%	-1%	-10%	2.2%	-0.35	1305	1.1	0.8%	-2%	2%
Cn1c(=O)c2cc(S(=O)(=O)NC(C(=O)NCc3ccccn3)c3ccccc3)ccc2n(C)c1=O (centres undefined)	-0.2%	-8%	-4%	0.0%	-0.97	1110	1.2	-1.2%	-1%	1%
COCCNc1ccc(S(=O)(=O)N2CCCC2)cc1[N+](=O)[O-]	-0.1%	9%	-9%	-0.6%	1.3	1260	1	-0.1%	-8%	15%
O=C(COC(=O)C1=COCCO1)Nc1ccccc1OC(F)F	-0.1%	6%	-7%	-0.6%	-0.72	1246	1	5.8%	2%	29%
COc1ccc(C(=O)CN2C(=O)c3ccccc3C2=O)c(OC)c1	0.1%	-8%	/	/	/	/	/	0.7%	/	11%
O=C(NCc1ccccc1Cl)c1cc2c(s1)CS(=O)(=O)C2	0.0%	2%	/	/	/	/	/	0.7%	/	-2%
CCOc1ccccc1Nc1nc(-c2cccnc2)cs1	-1.4%	-5%	/	/	/	/	/	12%	/	16%
COc1ccc(C2(O)C(=O)Nc3ccc(C)cc32)cc1 (centres undefined)	0.0%	-4%	/	/	/	/	/	-0.7%	/	13%
c1ccc(-n2cnnc2SCc2nc3ccccc3s2)cc1	-0.5%	2%	-14%	-1.3%	-0.82	1052	1.1	0.6%	-2%	7%
CC(=O)c1cccc(NC(=O)N2CCC(NC(=O)C3CCCCC3)CC2)c1	0.1%	0%	/	/	/	/	/	4.0%	/	3%
O=C(NCC(c1ccco1)N1CCN(c2ccccc2)CC1)OCc1ccccc1 (centres undefined)	-0.5%	7%	11%	3.3%	-0.9	1329	1.1	2.3%	-3%	-4%
C/C=C/c1cc(CN2CCN(c3ccccc3)CC2)c(O)c(OC)c1	-2.4%	-2%	27%	-0.3%	0.18	1219	1.1	5.7%	25%	6%
CCN1CCN(CCC(=O)Nc2ccc(Br)c(C)c2)CC1	-0.1%	3%	/	/	/	/	/	-0.6%	/	9%
CC(=O)Nc1ccccc1C(=O)C(=O)Nc1cccc(C(=O)NCc2ccc(C)cc2)c1	-0.2%	3%	12%	-1.2%	-0.49	1481	1.1	4.2%	9%	7%
CC/C(=N\NC(=O)COc1ccc(Br)cc1)c1ccc(OC)c(OC)c1	0.5%	-6%	0%	-1.7%	0.34	1142	1	2.8%	-1%	10%
Brc1cc(Br)c2nc(-c3ccc(N4CCOCC4)cc3)ccc2c1	/	-5%	-14%	-0.9%	-0.3	1912	1.2	/	-31%	13%
O=c1c2ccccc2c(C=NCCc2ccccc2)c(O)n1Cc1ccccc1	2.4%	11%	18%	8.0%	-0.39	1016	1.1	13%	15%	-8%
CCN(CC)c1ccc(/C=C/c2cc(-c3ccccc3)c3ccccc3n2)cc1	-1.2%	5%	/	/	15*	1237*	/	3.6%	/	0%
COc1cc(OC)c2cc(C(=O)N[C@@H](Cc3ccccc3)C(=O)O)n(C)c2c1	0.6%	4%	/	/	/	/	/	2.6%	/	4%
CN(C)c1ccc(NC(=O)c2ccc(COc3cccc(Cl)c3)o2)cc1	0.3%	4%	2%	-1.7%	/	/	1	3.1%	2%	22%
N#Cc1ccc(N2CCN(c3ccc(F)cc3)CC2)cc1	-0.9%	-2%	1%	4.9%	-0.32	1087	1.1	?	0%	8%
O=S(=O)(c1ccc2c(c1)OCCO2)N1CCC(c2nc3ccccc3s2)CC1	-0.2%	-6%	-2%	-0.1%	0.63	1050	1.1	-1.5%	-5%	-1%
Cn1cnnc1SCC(=O)c1ccc(OC(F)F)cc1	-0.2%	12%	-6%	-2.0%	-0.22	959	1.1	/	-16%	17%
COCCCNC(=S)Nc1cccc2ncccc12	-0.6%	-8%	13%	/	0.02	1120	1	15%	54%*	3%
O=c1[nH]c2ccc(S(=O)(=O)N3CCCCC3)cc2[nH]1	-0.1%	5%	-4%	0.2%	1.4	893	1.1	1.2%	-8%	11%
Cc1nn(-c2ccccn2)c2c1C(c1ccncc1)C1=C(CC(C)(C)CC1=O)N2 (centres undefined)	0.9%	18%	14%	2.2%	-0.62	934	1.2	2.3%	6%	11%
O=C1NC(c2ccccc2)=C(c2nc3ccccc3s2)C(c2ccc(O)cc2)N1 (centres undefined)	?	12%	5%	-2.4%	-1.4	1106	1	13%	1%	0%
CCCNC(=O)COc1nc2ccccc2nc1N1CCOCC1	0.0%	18%	-9%	0.2%	0.12	1292	1.1	1.5%	-8%	6%
COc1cccc(CCNC(=O)CCc2nnc(-c3ccc4c(c3)OCO4)o2)c1	0.1%	-1%	/	/	/	/	/	0.2%	/	13%
CC1=C/C(=C(\c2ccc(O)c(C)c2)c2ccccc2S(=O)(=O)O)C=CC1=O	0.3%	11%	/	/	/	/	/	0.9%	/	2%
CCCCNC(=S)Nc1ccc(-c2nc3ccc(C)cc3s2)cc1	-0.6%	7%	-1%	-3.1%	-0.22	1205	1	5.7%	-7%	4%
CCCCC(CC)C(=O)Nc1ccc(Nc2ccccc2)cc1 (centres undefined)	-1.6%	2%	11%	-1.1%	-0.27	1132	1.1	6.7%	9%	16%
COc1ccc(Cl)cc1S(=O)(=O)Oc1ccc(NC(C)=O)cc1	0.2%	-12%	8%	-2.1%	-0.17	1219	1	-2.0%	5%	-134%
CC1Cc2nc(SCC(=O)Nc3ccc(F)cc3F)n(C)c(=O)c2S1 (centres undefined)	-0.3%	3%	-7%	1.1%	-0.76	991	1.1	16%	-1%	6%
CCN(CC)C(=O)CSc1nnc2c3ccccc3n(C)c2n1	-0.7%	-4%	/	/	/	/	/	1.4%	/	12%
O=C(CSc1nccn(-c2cccc(F)c2)c1=O)Nc1ccc(Cl)cc1F	-0.3%	-2%	/	/	/	/	/	2.0%	/	8%
O=CN1CCN(C(=O)c2ccc(Br)o2)CC1	0.0%	-1%	/	/	/	/	/	0.4%	/	7%

Single records, from the list above. Screens in order: West Nile virus CPE | Salmonella PhoP GFP | PMI inhibitors | ER stress rescue | Ins promoter up | Ins promoter up cell count | TNAP activation fold | RSV antiviral HEp-2 | human PMI inhibitors | Large T inhibition
Record of Cn1cnnc1SCC(=O)c1ccc(OC(F)F)cc1 → -0.2% | 12% | -6% | -2.0% | -0.22 | 959 | 1.1 | / | -16% | 17%
Record of CCN(CC)c1ccc(/C=C/c2cc(-c3ccccc3)c3ccccc3n2)cc1 → -1.2% | 5% | / | / | 15* | 1237* | / | 3.6% | / | 0%

Additional structures
SMILES	West Nile virus CPE	Salmonella PhoP GFP	PMI inhibitors	ER stress rescue	Ins promoter up	Ins promoter up cell count	TNAP activation fold	RSV antiviral HEp-2	human PMI inhibitors	Large T inhibition
CSc1ccccc1NC(=O)c1cc(-c2ccc3c(c2)OCO3)on1	-0.1%	-4%	/	/	/	/	/	2.5%	/	9%
Cc1cccc(N2CCN(C(=O)C(NS(=O)(=O)c3cccs3)c3ccccc3)CC2)c1C (centres undefined)	2.1%	-5%	3%	-2.0%	-0.74	751	1.1	6.7%	3%	8%
CC1=C(Sc2nc3ccccc3[nH]2)C(=O)NC(C)(C)C1	-0.4%	14%	-6%	-1.0%	-0.11	1202	1	1.1%	0%	22%
COCCNC(=O)C(c1ccc(OC)cc1)N(CCOC)C(=O)CCC(=O)Nc1nccs1 (centres undefined)	0.1%	-3%	/	/	/	/	/	2.3%	/	-2%
CCCN1CCN(CCCNC(=O)CCCn2nc(C)c3sc4ccccc4c3c2=O)CC1	-0.1%	-4%	/	/	/	/	/	-1.7%	/	12%
CCOCCCNC(=O)c1ccc(N2CCOCC2)c(NS(=O)(=O)c2ccc(OC)cc2)c1	-0.8%	-2%	-2%	1.1%	0.03	1172	1.1	0.0%	-2%	2%
Cc1ccc(Cl)cc1N1C(=O)CC(Sc2ncccn2)C1=O (centres undefined)	-0.5%	0%	/	/	/	/	/	1.7%	/	11%
Cc1cc(SCC(=O)N(C)CC(=O)Nc2ccc(F)cc2)nc2ccccc12	-0.9%	-12%	-4%	-2.6%	-0.85	1539	1.2	14%	1%	0%
CCOC(=O)Cc1csc(NC(=O)COc2ccc(C)c(C)c2)n1	0.3%	-1%	/	-0.8%	-1.5	1583	1.1	4.3%	/	21%
Cc1ccc2c(CSc3nncn3C)cc(=O)oc2c1C	-0.1%	-7%	-8%	-0.4%	-0.79	1338	1.1	3.7%	-5%	13%
O=C(Cn1nc(-c2cccc(Cl)c2)ccc1=O)Nc1cccnc1	0.6%	9%	-10%	2.7%	0.73	1174	1.1	1.1%	-9%	-2%
CCOC(=O)N1c2ccccc2Sc2ccccc21	-1.3%	/	6%	-1.7%	-0.04	1673	1	2.2%	10%	/
CCOc1ccc(NS(=O)(=O)c2ccc(NC(=O)c3cccnc3)c(OC)c2)cc1	-1.1%	-5%	-4%	-0.6%	0.37	1359	1	0.2%	-1%	10%
CCCNC(=O)C(=O)N/N=C/c1ccc(OCc2ccccc2)cc1	0.6%	-7%	-11%	-11%	0.02	1324	0.9	0.7%	5%	1%
COc1ccccc1NC(=S)NCCc1c[nH]c2ccccc12	0.0%	-8%	12%	-2.1%	0.64	1376	1.1	3.4%	14%	0%
CCCn1c2ccccc2c2nnc(SCC(=O)Nc3nnc(CC(=O)OCC)s3)nc21	-0.6%	-3%	-10%	-0.6%	/	/	1.2	1.4%	-8%	17%
CCOC(=O)C1=C(CN2CCC(C)CC2)NC(=O)NC1c1ccc(Cl)cc1 (centres undefined)	-0.6%	4%	13%	-2.1%	/	/	1.1	2.1%	9%	/
Cc1ccc(NC(=O)COc2ccccc2)c(NC(=O)c2ccco2)c1	-0.6%	-6%	/	/	/	/	/	1.4%	/	11%
O=C(NC1CCCCC1)C(c1ccncc1)N(C(=O)c1csnn1)c1ccccc1F (centres undefined)	-0.4%	7%	/	/	/	/	/	0.9%	/	22%
COc1ccc(F)cc1Cn1nc(C(=O)O)c2ccccc2c1=O	-0.1%	4%	/	/	/	/	/	0.4%	/	0%
COc1ccc(C(=O)N2CCCC(Nc3ccc(F)cc3)C2)cc1F (centres undefined)	-0.7%	-1%	/	/	/	/	/	2.7%	/	10%
CCOC(=O)c1[nH]c2ccc(OC)cc2c1N=CN(C)C	0.0%	5%	12%	-1.1%	2.2	1311	1	0.8%	17%	17%
